# Bioassay records deposited in PubChem by several laboratories.
# PERK inh: block of dimerizer-induced PERK translation repression, primary screen, PERK inhibitor project, CHO PERK-DD cells, SEAP luminescence, HTS; Eukaryotic translation initiation factor 2-alpha kinase 3 (Homo sapiens), Q9NZJ5; CHO PERK-DD fusion, SEAP luminescence translation reporter; inhibition, % at 5.6 µM; 220,000 tested, 0.17% active; AID 1416, 2008;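 active means inhibition above the mean inhibition of all tested compounds plus 3 SD, set separately per screening campaign, cut at about 2.9% in these data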;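 further: PERK kinase domain activated by AP20187 dimerizer at 100 nM; 0% = DMSO with dimerizer and 100% = rapamycin at 8.4 µM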
# Wee1 degr inh: Wee1 degradation inhibitors, primary screen, cell-based, HeLa, Wee1K328M-luciferase, luminescence. AID 1321, 2008. reporter increase, % at 5 µM. HeLa Luc-Wee1K328M stability; 100% = proteasome inhibitor MG132 effect. 220,000 tested, 1.2% active. Wee1-like protein kinase (Homo sapiens), P30291;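 active means activation above the mean of all tested compounds plus 3 SD, set per screening run, cut at about 8.8% in these data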;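 further: cells exposed to compound for 20 h before luminescence read; 0% = DMSO alone and 100% = MG132 at 30 µM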
# p97 ATPase inh: inhibitors of human p97 ATPase, primary screen, biochemical | recombinant p97 ATPase, Kinase-Glo ATP luminescence, 3 h | inhibition, % at 8 µM | Transitional endoplasmic reticulum ATPase (Homo sapiens), P55072 | 220,000 tested, 0.42% active; in the data active means inhibition above about 15%;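 further: 0% = DMSO vehicle and 100% = wells lacking enzyme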
# hK5 inh: human KLK5 protease inhibitors, primary screen, biochemical, 1536-well. recombinant hK5, fluorogenic AMC substrate cleavage. 210,000 tested, 0.59% active. inhibition, % at 5 µM. AID 873, 2007. Kallikrein-5 (Homo sapiens), Q9Y337;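 active means inhibition of 40% or more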;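 further: 0% = enzyme controls without compound and 100% = no-enzyme blanks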
# Target sequence (Q9Y337 67-293 limits assumed): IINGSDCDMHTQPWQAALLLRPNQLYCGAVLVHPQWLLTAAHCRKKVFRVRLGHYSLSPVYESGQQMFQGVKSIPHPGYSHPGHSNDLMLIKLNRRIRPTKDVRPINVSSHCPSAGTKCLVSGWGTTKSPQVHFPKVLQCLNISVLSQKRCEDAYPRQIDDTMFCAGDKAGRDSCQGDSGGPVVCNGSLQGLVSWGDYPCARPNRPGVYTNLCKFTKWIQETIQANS
# Cl transport mod: KCC2 cotransporter modulators, thallium flux, primary screen, cell-based, HEK293 KCC2, FluoZin-2 fluorescence, MLSMR | Solute carrier family 12 member 5 (Homo sapiens), Q9H2X9 | KCC2 cells, thallium flux FluoZin-2 fluorescence | B-score of Tl+ flux slope (higher = more flux/activation; lower = inhibition) at 10 µM | 190,000 tested, 2.2% active | AID 1456, 2008;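 active means thallium flux slope and its plate-corrected score both differing from the plate sample mean at a set confidence after two filtering rounds, in either direction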;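 further: slope of fluorescence scaled to starting intensity during 10 to 20 s after thallium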
# Thrombin inh: human alpha-thrombin inhibitors, primary screen, counter-screen for coagulation protease inhibitor project, biochemical, 1536-well, fluorogenic AMC substrate; AID 1046, 2008; Prothrombin (Homo sapiens), P00734; 220,000 tested, 0.26% active; Boc-VPR-AMC fluorogenic substrate cleavage; inhibition, % at 5 µM;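 active means inhibition at or above 40%; inactive means inhibition below 40%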;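 further: 0% = enzyme with no compound and 100% = wells without enzyme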
#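 System – human alpha-thrombin · Medium – pH 7.5 Tris (50 mM) with NaCl 150 mM, Tween 20 0.05% · Compound – single-point dosing at 5 µM, 0.2% DMSO · Incubation – enzyme reaction carried out at room temperature · Technique – fluorescence of released AMC, ex 355 nm, em 460 nm · Read-out basis – % inhibition of thrombin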
# FXIa inh 1536: human FXIa protease inhibitors, primary screen, biochemical, 1536-well; Coagulation factor XI (Homo sapiens), P03951; purified FXIa, Boc-Glu-Ala-Arg-AMC fluorogenic substrate; inhibition, % at 5 µM; 220,000 tested, 0.14% active;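 active means inhibition of at least 40%; inactive means inhibition below 40%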;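 further: fluorescence of freed AMC excited at 355 nm; 0% = enzyme without compound and 100% = no enzyme blank; many of its hits are not listed in these tables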
# Furin inh: human furin inhibitors, primary screen, biochemical, fluorescence intensity; 220,000 tested, 0.061% active; inhibition, % at 30 µM; purified furin, fluorogenic substrate cleavage; AID 463115, 2010; in the data active means inhibition above about 25%; further: inactives centre near -15
# Target sequence (P09958 108-714 limits assumed): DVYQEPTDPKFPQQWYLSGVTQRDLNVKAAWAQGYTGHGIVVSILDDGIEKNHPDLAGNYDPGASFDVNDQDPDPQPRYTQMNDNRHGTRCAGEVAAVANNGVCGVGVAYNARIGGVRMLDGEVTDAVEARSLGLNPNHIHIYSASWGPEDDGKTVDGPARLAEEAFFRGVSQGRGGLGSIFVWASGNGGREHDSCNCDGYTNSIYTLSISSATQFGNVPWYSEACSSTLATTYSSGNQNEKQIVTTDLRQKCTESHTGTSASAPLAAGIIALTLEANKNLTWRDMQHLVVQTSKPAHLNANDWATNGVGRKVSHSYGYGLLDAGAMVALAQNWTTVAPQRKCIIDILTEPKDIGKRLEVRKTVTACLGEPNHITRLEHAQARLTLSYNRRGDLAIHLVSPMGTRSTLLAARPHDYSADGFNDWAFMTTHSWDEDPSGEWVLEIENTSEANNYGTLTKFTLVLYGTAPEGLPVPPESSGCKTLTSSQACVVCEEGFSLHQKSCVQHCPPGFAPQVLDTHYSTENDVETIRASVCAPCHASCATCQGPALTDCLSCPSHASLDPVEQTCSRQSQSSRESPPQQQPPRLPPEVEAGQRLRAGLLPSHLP
# FXIIa inh: human FXIIa protease inhibitors, primary screen, biochemical, 1536-well | 220,000 tested, 0.3% active | inhibition, % at 5 µM | purified FXIIa, Boc-QGR-AMC fluorogenic substrate, 2 h; in the data active means inhibition above about 40%;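 further: 0% = enzyme with no compound and 100% = blank without enzyme; many of its hits are not listed in these tables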
# Active calls of the source: *; x = not tested or not shown; [ ] = remark or other dose.
SMILES,PERK inh,Wee1 degr inh,p97 ATPase inh,hK5 inh,Cl transport mod,Thrombin inh,FXIa inh 1536,Furin inh,FXIIa inh
CC1(CC(=O)N/N=C/c2ccc(OCc3ccc(Cl)cc3Cl)cc2)OCCCO1,0.0,0.3,-2.0,-12.3,0.133,2.9,16.4,-14.1[20 µM],7.6
Cc1cc(C)cc(N(CC(=O)NC(C)(C)C)C(=O)CNC(=O)c2cccs2)c1,-0.8,4.9,-1.0,-1.0,0.0808,-16.3,-2.9,-13.5,3.1
CCC(C)Nc1nc(OCC(F)(F)F)nc(OCC(F)(F)F)n1 (stereo unspecified),2.1,-0.4,2.0,-1.9,-1.57,-3.6,-4.1,-11.3,8.2
CCOCCCNC(=O)C1CCN(S(=O)(=O)N(CC(C)C)CC(C)C)CC1,-0.1,1.3,-2.7,-6.9,0.463,4.7,0.9,-10.6,19.7
COc1ccc(N2CCN(CC(=O)NCc3ccccc3)CC2)cc1,0.4,0.8,3.0,-8.6,-0.604,-2.8,-5.3,-26.2,4.4
O=C(Nc1cccc(Cl)c1)N1CCN(c2ncccn2)CC1,-0.7,-3.6,2.6,-1.6,0.00595,-10.3,-0.8,-17.8[20 µM],2.7
Cc1ccc(-n2cc3ccc([N+](=O)[O-])cc3n2)cc1,1.3,0.6,-1.9,-9.8,-1.33,-3.0,1.6,-13.8[20 µM],10.1
COc1ccc(CN2CCN(c3ccc(F)cc3)CC2)c(OC)c1OC,-0.3,-0.9,2.3,-19.4,-0.025,-8.5,0.9,-16.1,12.6
Cc1occc1-c1nnc(SCC(=O)Nc2ccccc2N2CCCCC2)n1C,-1.0,2.1,4.8,-10.6,-1.26,4.0,2.9,-15.4,17.8
O=C(COC(=O)c1cncc(Br)c1)NCc1ccco1,0.1,-2.7,10.7,-47.5,x,-3.9,1.2,-18.6,11.3
Cc1ccc2nc(Cl)c(/C=N/Nc3nc(C)cc(C)n3)c(=O)n2c1,-0.5,0.4,-1.3,-11.9,-0.864,-0.9,-5.5,-4.0,0.3
CCOC(Cn1cc(C)c(=O)[nH]c1=O)OCC,0.2,-1.8,3.1,-8.8,0.413,-11.1,-5.4,-26.9,-8.2
COCCCNC(=S)N/N=C/c1ccc(O)cc1O,0.1,1.2,7.5,-12.8,0.244,-0.5,1.5,-12.8,8.0
COc1cc2nc(COc3ccc(C#N)cc3)n(CC#N)c(=O)c2cc1OC,-1.4,5.1,1.2,12.4,-1.55,-5.4,-4.8,-23.7,10.2
Cc1ccc(S(=O)(=O)/N=S(\C)C(C)C)cc1 (stereo unspecified),1.4,0.0,5.4,-10.4,-0.636,0.8,4.1,-31.4,9.9
CC(=O)Cn1ncc(N2CCCCC2)c(Cl)c1=O,0.0,0.9,6.6,-11.3,0.624,-4.3,-3.0,-20.2,3.2
CC12C=CC3(O1)C(C(=O)N1CCCOC13)C2C(=O)O (stereo unspecified),0.1,-2.7,-1.5,1.4,-0.0915,-11.4,-1.4,-13.4,4.7
N#CC1=C(N)OC2=C(CCc3ccccc32)C1c1ccccc1Cl (stereo unspecified),-0.5,-1.1,-9.1,35.0,-1.07,19.4,19.4,-12.2,20.8
O=C1CC(O)(C(F)(F)F)Oc2c1ccc1ccccc21 (stereo unspecified),0.2,-1.8,7.2,92.8*,45.9*,29.5,8.2,-44.3,14.9
Cc1cc2nc(/C(C#N)=C/c3ccncc3)[nH]c2cc1C,1.6,6.6,7.2,x,-0.173,-2.2,4.8,-14.7,11.8
O=C(Nc1cccc2ccccc12)c1cn(-c2ccccc2)nc1-c1cccs1,0.6,2.4,4.2,22.5,-0.297,-4.7,-5.7,-6.0[20 µM],0.5
Cc1nn(C(C)(C)C)c(N)c1-c1ccccc1,-0.1,1.3,3.8,-7.4,-0.226,-2.8,6.3,-19.1,11.1
O=C(Cn1cnc2ccccc2c1=O)Nc1ccc2c(c1)CCC2,-0.5,4.3,-1.0,-13.7,x,3.0,-4.8,-18.8,-2.1
CN1C(=O)C(CC(=O)Nc2ccc(F)cc2)N(Cc2cccs2)C1=S (stereo unspecified),0.4,-1.9,8.7,-0.6,-0.384,1.5,3.0,-10.8,7.8
N/C(COc1cccc(Cl)c1)=N\O,1.1,0.6,3.8,2.2,0.0395,-6.9,0.6,-21.1,3.7
CN(c1ccccc1)S(=O)(=O)c1ccc(Cl)c(C(=O)OCC(N)=O)c1,0.9,-3.1,-0.9,2.1,2.17,-6.2,1.3,-14.2,8.2
COc1ccc(CCNC(=O)c2nonc2N)cc1OC,0.8,-3.8,4.1,3.3,0.503,-0.7,0.1,-19.2,11.5
COc1cccc(NC(=O)N2CCCC2C(=O)NCc2ccccc2F)c1 (stereo unspecified),0.3,4.4,2.5,23.3,0.00563,-0.8,1.6,-25.8,10.9
CC(O)CNCCCCOc1ccc(OCc2ccccc2)cc1 (stereo unspecified),-0.1,-1.9,2.5,-5.3,-1.1,-6.8,-2.1,-15.0,0.3
O=C(CN1C(=O)COc2ccccc21)N1CCc2ccccc21,-0.7,-1.8,-8.0,-7.4,x,0.2,2.3,6.9,10.2
CC(=O)Nc1nc(C2CC2)cc(-c2ccccc2)c1C#N,2.4,3.9,8.7,3.2,-0.233,-0.4,0.9,-19.2,7.1
O=C1NC2(CCCCCC2)Cc2ccccc21,0.6,-0.5,-2.4,-19.4,0.625,-11.5,-9.4,-1.2[20 µM],5.7
Cc1nc(SCC(=O)Nc2ccc3c(c2)OCO3)c(C#N)c2c1CCCC2,-0.6,-0.8,-2.8,-9.3,x,2.8,4.0,-20.4,10.9
COCCNC(=O)C(c1ccc(C)cc1)N(C(=O)CCC(=O)Nc1ccccn1)C1CCCC1 (stereo unspecified),-0.2,-1.1,-3.8,x,x,x,x,-14.6,x
CC(C)(C)OC(=O)N1CCCC1C(=O)NCCc1ccccc1 (stereo unspecified),0.3,-1.2,1.0,-1.1,0.393,2.7,-1.3,-15.8,15.4
CCOc1ccccc1CSc1nc2ccccc2[nH]1,-0.7,-0.5,0.8,9.6,-0.794,-13.2,1.6,-9.0,1.5
COc1ccc(N(CCN2C(=O)c3ccccc3C2=O)C(=O)c2cccc([N+](=O)[O-])c2)cc1,-0.1,-2.1,2.6,-7.3,0.81,-11.0,-2.7,-15.9,5.8
COc1cccc(OC)c1C(=O)NC(=S)Nc1ccc2c(c1)OCCO2,-0.2,-1.2,4.0,18.6,0.316,5.2,-1.5,-11.9,5.5
COc1ccc(NC(=O)C(c2ccc(OC)cc2)N(C)C(=O)CC2NC(=O)NC2=O)cc1 (stereo unspecified),0.5,-2.4,0.7,-6.9,0.00333,3.4,4.5,-16.9,8.7
COc1ccccc1/C=C/C=N/NC(=O)c1ccc(=O)n(C)c1,0.9,2.3,2.7,0.5,-0.377,0.6,2.7,-12.0,9.8
Cc1ccc(C)n1-c1ccc(C(=O)Nc2ccccc2)cc1,0.5,0.8,-0.1,-10.1,-0.579,0.1,8.3,-19.3,9.0
CSC1=NC(C(Cl)(Cl)Cl)N=C(c2ccc(C)cc2)N1 (stereo unspecified),0.1,7.9,0.4,2.1,0.163,-0.8,-0.7,-25.6,8.7
CCOc1cc(N2CCOCC2)c(OCC)cc1NC(=O)c1ccc(NC(C)=O)cc1,0.4,1.4,-1.0,11.9,x,-1.5,0.0,-13.9,10.1
NC(=O)C(=O)N/N=C/c1c(F)c(F)c(F)c(F)c1F,0.0,-2.4,5.2,-2.9,-0.318,-8.6,-1.5,-18.8,5.5
O=C(N/N=C\C=C\c1ccc2c(c1)OCO2)C1COc2cc3ccccc3cc2O1 (stereo unspecified),0.9,-1.4,2.3,-4.2,-0.232,1.9,0.8,-16.5[20 µM],14.1
CCCCNC(=O)[C@H](Cc1c[nH]c2ccccc12)NC(=O)c1ccccc1Cl,0.7,0.2,6.0,3.2,-1.77,1.5,6.2,-19.2,11.4
COc1cccc(NC(=O)Nc2cccc(C(=O)O)c2)c1,2.8,-4.4,4.0,x,x,2.2,2.1,-15.5,4.5
COc1ccc(CC(=O)Nc2ccc(C(=O)NC(C)(C)C)cc2)cc1,-0.5,2.0,1.7,-12.6,0.555,-4.1,14.4,-26.3,7.4

# As a working copy, some entries already given.
SMILES,PERK inh,Wee1 degr inh,p97 ATPase inh,hK5 inh,Cl transport mod,Thrombin inh,FXIa inh 1536,Furin inh,FXIIa inh
O=C(N/N=C\C=C\c1ccc2c(c1)OCO2)C1COc2cc3ccccc3cc2O1 (stereo unspecified),0.9,-1.4,2.3,-4.2,-0.232,1.9,0.8,-16.5[20 µM],14.1
CCCCNC(=O)[C@H](Cc1c[nH]c2ccccc12)NC(=O)c1ccccc1Cl,0.7,0.2,6.0,3.2,-1.77,1.5,6.2,-19.2,11.4
COc1cccc(NC(=O)Nc2cccc(C(=O)O)c2)c1,2.8,-4.4,4.0,x,x,2.2,2.1,-15.5,4.5
COc1ccc(CC(=O)Nc2ccc(C(=O)NC(C)(C)C)cc2)cc1,-0.5,2.0,1.7,-12.6,0.555,-4.1,14.4,-26.3,7.4

# (list continues)
SMILES,PERK inh,Wee1 degr inh,p97 ATPase inh,hK5 inh,Cl transport mod,Thrombin inh,FXIa inh 1536,Furin inh,FXIIa inh
S=C1NCCOCCNC(=S)NCCOCCOCCN1,1.5,-3.5,3.5,0.0,1.04,-9.1,-3.3,-36.3,6.5
COCCCN1C(=O)C(=O)/C(=C(/O)c2ccc(OC)cc2C)C1c1cccnc1 (stereo unspecified),0.7,-0.1,4.7,-3.9,x,-1.9,-1.5,-4.7,10.3
CCOc1ccc(/C=C/C(=O)Nc2ccc(N3CCOCC3)cc2)cc1,1.6,-2.5,1.0,-11.7,-0.229,-5.5,-8.5,-20.1[20 µM],1.3
CNS(=O)(=O)c1cccc(C(=O)OCc2cc(C(C)=O)ccc2OC)c1,0.3,4.4,-0.7,-0.4,-0.197,-11.8,-2.3,-11.4,3.8
O=C(C/C=N/OCc1c(Cl)cccc1Cl)c1ccccc1,1.4,-1.2,1.2,4.2,-0.321,2.9,9.1,-13.2,15.5
O=C(c1ccc2c(c1)OCO2)N(CC1CCCO1)C1(C(=O)NC2CCCC2)CCCCC1 (stereo unspecified),-0.2,0.0,-0.4,-4.3,-0.0458,1.5,-4.2,-14.0,8.0
COc1ccc(N2CCN(C(=S)Nc3ccc(S(N)(=O)=O)cc3)CC2)cc1,0.4,-1.7,4.9,1.9,-0.0952,-12.3,3.0,-23.7,12.2
COCC(=O)NCc1ccc2c(c1)OCO2,0.5,0.0,-1.1,-18.9,0.444,3.8,6.7,-1.2[20 µM],17.6
Cc1ccc(C2=NN(Cc3nnc(-c4ccccc4)o3)C(=O)SC2)cc1,-0.7,-1.7,-2.8,-12.7,-0.526,-9.7,-3.2,-9.5,8.4
CC(=O)C1=C(O)CCC1=N,1.3,0.9,4.3,-21.4,0.0791,0.6,1.7,-23.3,3.2
